# Assay outcomes: PubChem BioAssay, National Center for Advancing Translational Sciences (NCATS)
# SW480 rerep: inducers of DNA re-replication in SW480 colon cancer cells; SW480 DNA re-replication, Hoechst DNA content imaging, 48 h; Potency, µM (doses to about 46.1 µM), for the others: at the top dose re-replication activation, usual class: activators; 340,000 compounds, 1.8% hits; AID 624297; also: potency is read from the fitted curve at half-maximal effect; % of control where 0% means no effect; nearly all actives have a fitted effect of over 55% in size
#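 Treated cells incubate 48 hr (37 C, 5% CO2), are stained 40 min with Hoechst, and nuclear fluorescence is enumerated; a rise in nuclei with high DNA signal marks re-replication.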
# WRN inhibitor: blocks human WRN helicase | Q14191 | WRN helicase unwinding, fluorescent forked duplex, kinetic | Potency, µM (series often up to 114 µM), without a hit: top-dose activity change, negative = inhibition, hits mostly inhibitors | 360,000 compounds, 0.46% hits; also: potency is read from the fitted curve at half-maximal effect; % is scaled to controls: 0 for no effect and ±100 for the full control effect; nearly all actives have a fitted effect of over 55% in size
# Target sequence (Q14191 whole entry, looked up): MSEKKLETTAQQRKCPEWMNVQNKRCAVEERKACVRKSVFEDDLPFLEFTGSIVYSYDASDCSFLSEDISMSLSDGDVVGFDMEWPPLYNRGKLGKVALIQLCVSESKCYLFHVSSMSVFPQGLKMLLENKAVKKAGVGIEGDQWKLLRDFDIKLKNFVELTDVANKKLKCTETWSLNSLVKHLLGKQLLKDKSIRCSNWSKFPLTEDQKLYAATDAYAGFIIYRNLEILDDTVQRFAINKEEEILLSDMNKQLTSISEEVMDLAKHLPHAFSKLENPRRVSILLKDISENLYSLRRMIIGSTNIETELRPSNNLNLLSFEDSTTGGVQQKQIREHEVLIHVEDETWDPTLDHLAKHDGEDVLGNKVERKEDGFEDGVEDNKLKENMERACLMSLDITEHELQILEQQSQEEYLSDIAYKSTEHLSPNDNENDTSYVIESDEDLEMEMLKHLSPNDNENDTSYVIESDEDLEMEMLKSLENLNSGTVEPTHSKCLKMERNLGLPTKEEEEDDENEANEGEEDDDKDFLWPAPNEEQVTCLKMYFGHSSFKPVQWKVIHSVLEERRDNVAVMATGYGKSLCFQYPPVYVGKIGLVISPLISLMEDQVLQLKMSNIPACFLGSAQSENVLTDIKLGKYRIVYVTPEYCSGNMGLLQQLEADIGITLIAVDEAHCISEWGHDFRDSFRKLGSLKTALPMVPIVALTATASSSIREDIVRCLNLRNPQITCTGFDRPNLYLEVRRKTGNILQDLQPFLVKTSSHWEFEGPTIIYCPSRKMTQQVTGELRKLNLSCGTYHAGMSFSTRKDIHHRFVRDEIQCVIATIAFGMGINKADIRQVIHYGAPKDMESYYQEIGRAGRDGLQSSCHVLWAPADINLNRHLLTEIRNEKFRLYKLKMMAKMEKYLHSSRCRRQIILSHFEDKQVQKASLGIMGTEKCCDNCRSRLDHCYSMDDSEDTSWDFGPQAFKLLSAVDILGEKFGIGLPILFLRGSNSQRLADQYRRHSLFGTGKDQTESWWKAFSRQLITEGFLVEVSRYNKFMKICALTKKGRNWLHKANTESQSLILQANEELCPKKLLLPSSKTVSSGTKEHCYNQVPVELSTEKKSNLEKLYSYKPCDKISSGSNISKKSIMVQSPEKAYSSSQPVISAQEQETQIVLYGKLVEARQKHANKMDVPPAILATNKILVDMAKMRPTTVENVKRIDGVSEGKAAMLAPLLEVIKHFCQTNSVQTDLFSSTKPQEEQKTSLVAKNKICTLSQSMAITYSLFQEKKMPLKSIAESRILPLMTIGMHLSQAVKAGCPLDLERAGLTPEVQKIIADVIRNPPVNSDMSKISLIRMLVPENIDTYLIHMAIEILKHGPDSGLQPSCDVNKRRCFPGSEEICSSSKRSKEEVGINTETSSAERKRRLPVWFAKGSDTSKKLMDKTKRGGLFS
#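 Fluorescence dequenching readout, ex 525 nm/em 598 nm, kinetic mode: forked duplex DNA (100 nM final) with adjacent fluorophore and quencher unwound by WRN (20 nM final) with 2 mM ATP. Compound preincubation 15 min, room temperature.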
# IL1B secr inh: inflammasome signaling inhibition, IL-1 beta readout; 360,000 compounds, 4.7% hits; AID 743279; THP-1 LPS/ATP IL-1B secretion, AlphaLISA, 16 h; hits give low values; activity change, % at 57.5 µM; in the data active = activity change below about -50%; inconclusive = mostly about -30% to -49%; also: % is scaled to controls: 0 for no effect and ±100 for the full control effect
#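 THP-1 cells pretreated 1 hr with compounds (up to 57.5 uM final), then stimulated with LPS (250 ng/mL final) plus ATP (1.25 mM final); secreted IL-1B measured by AlphaLISA after 16 hr, decreased signal indicating inhibition.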
# ATXN2 expr inh: inhibitors of ATXN2 expression; HEK-293 ATXN2-luciferase reporter, luminescence, 24 h; Potency, µM (top dose mostly 57 µM), without a hit: at the top dose activity change, negative = inhibition, usual class: inhibitors; 360,000 compounds, 0.72% hits; AID 1745845; also: potency is read from the fitted curve at half-maximal effect; % is scaled to controls: 0 for no effect and ±100 for the full control effect; nearly all actives have a fitted effect of over 55% in size
#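 qHTS (up to 57 uM final) was run with 24 h compound exposure of reporter cells at 37 °C. Each well was multiplexed: SteadyGlo luminescence measured ATXN2-luciferase expression after a fluorogenic Gly-Phe-AFC viability readout (25 uM final).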
# HT1080 IDH1KD tx: kills HT-1080 cells with IDH1 knockdown. HT-1080 IDH1 knockdown viability, ATP luminescence, 48 h. 360,000 compounds, 2% hits. AID 686971. Potency, µM (titrated, usually from 46.1 µM), without a hit: at the top dose activity, negative = toxicity, actives largely listed as cytotoxic;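 also: potency is read from the fitted curve at half-maximal effect; 0% = DMSO wells and -100% = cell-free medium wells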
#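 In this qHTS, HT-1080 cells depleted of IDH1 are exposed for 48 h at 37 °C to compound titrations. Toxicity is scored from CellTiter-Glo luminescence, with DMSO as full viability and medium alone as none.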
# HT1080NT lethal: kills 2HG-producing HT-1080-NT fibrosarcoma cells; HT-1080-NT fibrosarcoma viability, CellTiter-Glo ATP luminescence, 48 h; AID 686970; 360,000 compounds, 1.6% hits; Potency, µM (series often up to 46.1 µM), without a hit: top-dose activity, negative = less viability, most hits filed as cytotoxic;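 also: NT is the 2HG producing partner of a matched IDH1 knockdown line; potency is read from the fitted curve at half-maximal effect; 0% = DMSO-treated cells and -100% = media-only wells without cells; nearly all actives have a fitted effect of over 55% in size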
#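 A 48-hour cytotoxicity screen used HT-1080-NT cells plated 2 hours before compound delivery. ATP-based CellTiter-Glo luminescence measured viability, normalized to DMSO and no-cell controls.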
# KB-3-1 cytotox: KB-3-1 parental cell cytotoxicity. AID 1347075. 400,000 compounds, 1.4% hits. KB-3-1 viability, CellTiter-Glo ATP luminescence, 72 h. Potency, µM (highest dose often 46.1 µM), without a hit: at the highest dose activity change, negative = cytotoxic, usual class: cytotoxic; also: potency is read from the fitted curve at half-maximal effect; % is scaled to controls: 0 for no effect and ±100 for the full control effect; nearly all actives have a fitted effect of over 60% in size
#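 Multi-concentration cytotoxicity screen in KB-3-1 cells grown in DMEM lacking phenol red with 10% FBS. After 72 h at 37 °C with compound, ATP-dependent luminescence was recorded.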
# MCF10A rerep: induces DNA re-replication in MCF 10a normal breast cells | MCF 10A DNA re-replication, Hoechst nuclear intensity, 48 h | Potency, µM (top dose mostly 46.1 µM), for the others: at the highest dose activity, positive = re-replication, most hits filed as activators | 350,000 compounds, 2.9% hits | AID 624296; also: potency is read from the fitted curve at half-maximal effect; % of control where 0% means no effect; nearly all actives have a fitted effect of over 50% in size
# KB-V1 MDR tox: KB-V1 MDR subline cytotoxicity; 400,000 compounds, 3.4% hits; KB-V1 MDR cells viability, CellTiter-Glo, 72 h; Potency, µM (titrated, usually from 46.1 µM), without a hit: at the highest dose activity change, negative = cytotoxicity, most hits filed as cytotoxic; also: potency is read from the fitted curve at half-maximal effect; % is scaled to controls: 0 for no effect and ±100 for the full control effect; nearly all actives have a fitted effect of over 60% in size
#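 Cells of the MDR subline KB-V1 are plated, dosed with compound at multiple concentrations, and incubated 72 h at 37 degrees C; CellTiter-Glo is then added and luminescence read after 10 min.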
# Starred values were filed as active, the others as inactive; ? = inconclusive; nt = no result given; & = joins results of further samples; [ ] = remark or other dose. Unless noted, calls follow the shape of the dose curve; as a rule, active = well fitted curve in the direction sought with a large enough effect; inconclusive = small, poorly fitted or top-dose-only effect, or another doubt; inactive = no such curve, though single readings can be large; an effect the other way counts as inactive or inconclusive.
molecule,SW480 rerep,WRN inhibitor,IL1B secr inh,ATXN2 expr inh,HT1080 IDH1KD tx,HT1080NT lethal,KB-3-1 cytotox,MCF10A rerep,KB-V1 MDR tox
C=CCOc1ccc(/C(O)=C2/C(=O)C(=O)N(CCN3CCOCC3)C2c2ccc(C)cc2)cc1 (stereo not drawn),0%,-1%,-7,-1%,4%,16%,3%,-1%,-15%
COc1ccc2cc(C(=O)NCC(=O)O)sc(=O)c2c1OC,-8%,-13%,-13,1%,25%,8%,19%,2%,0%
Cc1cnn(C(=O)Cn2nc(C(F)F)c(Br)c2C)c1,-720%[inhibitor],-4%,3,24%,19%,9%,9%,8%,20%
CCCC(C)C(=O)Nc1cccc(NC(C)=O)c1 (stereo not drawn),-10%,0%,14,2%,10%,-5%,-15%,-1%,?
COc1cccc2c(=O)n(CC(=O)NC3CCCCC3)ccc12,-15%,-14%,37,22%,2%,4%,18%,4%,10%
COc1ccc(N2CCN(C(CNC(=O)c3cccc(Cl)c3)c3cccnc3)CC2)cc1 (stereo not drawn),-3%,2%,-10,-15%,5%,5%,-8%,2%,-3%
COc1cccc(-c2nc(CCl)cs2)c1,1%,-4%,?,6%,-4%,-3%,0%,4%,1%
COc1ccc(C2CCCN2C(=S)Nc2ccc(C)c(C)c2)cc1OC (stereo not drawn),-13%,-5%,-18,-10%,9%,-5%,11%,15%,?
Cc1c(C(=O)C(=O)N2CC=C(c3ccccc3)CC2)c2ccccc2n1C,7.3µM*,-6%,33,-19%,2.3µM*,2.6µM*,2.9µM*,2.3µM*,3.7µM*
O=C(O)C(Cc1cn[nH]n1)=NO,-21%,4%,12,nt,4%,9%,17%,10%,-2%
CCC(=O)c1ccc(OCC(=O)OCC(=O)NCC2CCCCC2)cc1,-3%,0%,3,2%,8%,11%,0%,-1%,2%
COc1ccccc1C(=O)NCCC(=O)N1CCN(S(=O)(=O)c2cccc(Cl)c2)CC1,-7%,0%,-10,nt,10%,3%,1%,6%,6%
O=C(Nc1c(C(=O)N2CCOCC2)cnn1-c1ccccc1)c1ccc(F)cc1,-2%,-9%,-8,-8%,1%,1%,nt,3%,nt
CCCCCn1c(=S)[nH]c2ncccc2c1=O,-1%,-1%,-4,1%,9%,11%,-5%,-1%,2%
Cc1ccccc1OCC(=O)OCC(=O)NCc1ccc2c(c1)OCO2,-28%,4%,9,-6%,1%,-1%,19%,-15%,?
C/C(=N\Nc1ccc([N+](=O)[O-])cc1[N+](=O)[O-])c1cccnc1,0%,1%,-7,nt,-6%,-15%,-1%,-1%,-4%
COc1ccccc1OCCNC(=O)CNC(=O)c1ccc(Cl)c(Cl)c1,2%,-4%,9,-3%,-7%,-4%,0%,2%,?
CCOC(=O)[C@H]1[C@H]2COc3ccc(OC)cc3[C@@H]2N2C(=O)c3cc(F)c(F)cc3NC(=O)[C@@]12C,-14%,0%,-3,-5%,0%,0%,12%,7%,-8%
COc1ccc(C(=O)Nc2nc3c(s2)CCCC3)cc1S(=O)(=O)N1CCCc2ccccc21,?,-29%[57.1 µM],-11,15%,?,-4%,?,?,5.2µM*
Cc1ccc(OCC(=O)Nc2cc(C(=O)O)cc(C(=O)O)c2)cc1C,?,79µM*,25,-20%,5%,11%,6%,?,-1%
COc1ccc(NC(=O)COc2cccc3c2OC(C)(C)C3)cc1OC,-26%,4%,0,-17%,0%,-11%,-13%,20%,-1%
Cc1cccc(COC(=O)CCCNC(=O)c2ccc(Cl)cc2)c1,-4%,5%,-7,-3%,3%,1%,6%,3%,53%
CCOc1ccc(S(=O)(=O)NCCC(=O)NC2CCC(C)CC2)cc1 (stereo not drawn),1%,1%,-5,-6%,1%,23%,3%,9%,4%
O=C(NNC(=O)c1ccc(=O)[nH]c1)c1ccc(NS(=O)(=O)c2cccs2)cc1,6%,6%,-13,8%,11%,6%,16%,-3%,0%
O=C1c2cc([N+](=O)[O-])ccc2-c2ncccc21,-32%,0%,5,nt,-2%,-8%,-15%,-4%,15%
Nc1c(Cl)ncnc1N/N=C/c1ccccn1,?,-34%,-83*,?,?,?,8.2µM*,?,-15%
CCS(=O)(=O)NCCc1csc(-c2ccc(OC)c(OC)c2)n1,-12%,-1%,0,nt,13%,11%,4%,-2%,?
CCOc1ccc(NS(=O)(=O)c2ccc3ncsc3c2)cc1,-7%,3%,14,1%,-15%,-4%,1%,?,0%
Cc1cc(C)c2c(=O)n(CC(=O)Nc3ccc(Cl)cc3)sc2n1,?,0%,-9,-23%,?,-18%,-7%,?,6%
CNC(=S)NNC(=O)Cc1ccc(O)cc1,-2%,-6%,12,-11%,-9%,-1%,1%,1%,-4%

# Gathered by group, the compounds so far containing a COOH group
molecule,SW480 rerep,WRN inhibitor,IL1B secr inh,ATXN2 expr inh,HT1080 IDH1KD tx,HT1080NT lethal,KB-3-1 cytotox,MCF10A rerep,KB-V1 MDR tox
COc1ccc2cc(C(=O)NCC(=O)O)sc(=O)c2c1OC,-8%,-13%,-13,1%,25%,8%,19%,2%,0%
O=C(O)C(Cc1cn[nH]n1)=NO,-21%,4%,12,nt,4%,9%,17%,10%,-2%
Cc1ccc(OCC(=O)Nc2cc(C(=O)O)cc(C(=O)O)c2)cc1C,?,79µM*,25,-20%,5%,11%,6%,?,-1%

# Single records (already shown):
# CNC(=S)NNC(=O)Cc1ccc(O)cc1 is entered as SW480 rerep = -2%; WRN inhibitor = -6%; IL1B secr inh = 12; ATXN2 expr inh = -11%; HT1080 IDH1KD tx = -9%; HT1080NT lethal = -1%; KB-3-1 cytotox = 1%; MCF10A rerep = 1%; KB-V1 MDR tox = -4%
# COc1ccc(N2CCN(C(CNC(=O)c3cccc(Cl)c3)c3cccnc3)CC2)cc1 (stereo not drawn) is entered as SW480 rerep = -3%; WRN inhibitor = 2%; IL1B secr inh = -10; ATXN2 expr inh = -15%; HT1080 IDH1KD tx = 5%; HT1080NT lethal = 5%; KB-3-1 cytotox = -8%; MCF10A rerep = 2%; KB-V1 MDR tox = -3%
# CCOC(=O)[C@H]1[C@H]2COc3ccc(OC)cc3[C@@H]2N2C(=O)c3cc(F)c(F)cc3NC(=O)[C@@]12C is entered as SW480 rerep = -14%; WRN inhibitor = 0%; IL1B secr inh = -3; ATXN2 expr inh = -5%; HT1080 IDH1KD tx = 0%; HT1080NT lethal = 0%; KB-3-1 cytotox = 12%; MCF10A rerep = 7%; KB-V1 MDR tox = -8%

# Further results:
# Field names – A = SW480 rerep; B = WRN inhibitor; C = IL1B secr inh; D = ATXN2 expr inh; E = HT1080 IDH1KD tx; F = HT1080NT lethal; G = KB-3-1 cytotox; H = MCF10A rerep; I = KB-V1 MDR tox
Nc1nc(Cl)nc2c1ncn2[C@@H]1O[C@H](CO)[C@@H](O)[C@H]1O
  A = 16%&4% | B = 1% | C = -3 | D = -3% | E = ? | F = 18µM* | G = ? | H = ? | I = 16µM*
Cc1ccc(/C=N/Nc2ccc3ccccc3n2)o1
  A = ? | B = -25% | C = -107* | D = ? | E = -23% | F = -29% | G = 0% | H = 22% | I = 8.2µM*
CCN(Cc1ccccc1)S(=O)(=O)c1ccc(S(=O)(=O)N(Cc2ccccn2)Cc2ccco2)cc1
  A = -2% | B = 6% | C = -5 | D = 1% | E = -2% | F = 11% | G = -3% | H = 4% | I = 20%
C/C(=N\NC(=O)c1c(Cl)cnn1C)c1cccc(NC(=O)c2ccc(C)cc2)c1
  A = 0% | B = 11% | C = ? | D = 6% | E = -2% | F = -10% | G = -5% | H = 0% | I = -15%
Cc1ccc(S(=O)(=O)N(C)CC(=O)Oc2ccc(-c3nnco3)cc2)cc1
  A = -4% | B = 7% | C = -3 | D = 0% | E = 4% | F = 3% | G = 11% | H = 2% | I = ?
Cc1cccc(Nc2nc(-c3cccs3)cs2)n1
  A = -3%[9.22 µM] | B = -6% | C = -15 | D = 108%[activator] | E = -28% | F = -18% | G = -26% | H = 28% | I = -20%
CN(C)c1ccc(-c2nn3c(-c4ccc(Cl)cc4)nnc3s2)cc1
  A = -6% | B = -6% | C = 22 | D = -6% | E = 0% | F = 0% | G = 3% | H = 18% | I = ?
O=C(NCc1cccs1)c1csc([C@@H]2C[C@H](O)[C@@H](CO)O2)n1
  A = nt | B = 8% | C = 16 | D = 12% | E = 1% | F = 14% | G = 0% | H = nt | I = 15%
CCCCNC(=O)COC(=O)c1ccc(Cl)c(S(=O)(=O)N2CCCC2)c1
  A = 1% | B = -9% | C = 12 | D = 1% | E = -2% | F = -2% | G = -3% | H = -8% | I = 24%
Cc1cccc(N(C(=O)Cn2nnc3ccccc32)C(C(=O)NC(C)(C)C)c2ccsc2)c1 (stereo not drawn)
  A = -2% | B = -3% | C = 20 | D = 3% | E = 2% | F = 0% | G = 4% | H = 1% | I = ?
Cc1noc(C)c1CCC(=O)NC1CCCN(Cc2ccc(Cl)cc2)C1 (stereo not drawn)
  A = -3% | B = -2% | C = 6 | D = -13% | E = -2% | F = -14% | G = -4% | H = 0% | I = 0%
COc1ccc(-n2nnnc2SCC(=O)Nc2ccc3c(c2)OCCO3)cc1OC
  A = 5% | B = -19% | C = 0 | D = -6% | E = -4% | F = -27% | G = ? | H = 15% | I = 9.2µM*
CCOc1ccc(CCNC(=O)C2CCCN(c3nnc(-n4cccc4)s3)C2)cc1OCC (stereo not drawn)
  A = 6% | B = -5% | C = -5 | D = -5% | E = -26% | F = 10% | G = -3% | H = -3% | I = ?
O=S(=O)(c1ccccc1)N1CCN(Cc2cccc(Br)c2)CC1
  A = -16% | B = ? | C = 0 | D = 2% | E = 6% | F = 6% | G = 11% | H = -5% | I = -12%
